Growth percent in the NCI-60 one-dose screen (48 h, 10 µM unless noted): 100 = growth as untreated, 0 = no growth, -100 = all killed.
SR – SR leukemia cells; 8.7% of 73,000 active; AID 1794780
HOP-62 – HOP-62 NSCLC | AID 1794735 | 3.9% of 80,000 active
MOLT-4 – MOLT-4 leukemia cells; 6.9% of 80,000 active; AID 1794779
RPMI-8226 – RPMI-8226 leukemia cells; AID 1794781; 7.5% of 77,000 active
HOP-92 – HOP-92 NSCLC cells; AID 1794738; 6.3% of 71,000 active
A549/ATCC – A549/ATCC NSCLC; 3.7% of 81,000 active
CCRF-CEM – CCRF-CEM leukemia | 7% of 77,000 active | AID 1794778
EKVX – EKVX NSCLC | 3% of 71,000 active | AID 1794765
Active calls of the source: *; . = not tested or not shown; & = joins results of further samples. How the source made its calls: active means growth percent below 10; inactive means the rest.

item | mol | SR | HOP-62 | MOLT-4 | RPMI-8226 | HOP-92 | A549/ATCC | CCRF-CEM | EKVX
1 | c1ccc(-c2nnc(Cn3c(COc4cccc5ccccc45)nc4ccccc43)o2)cc1 | 94 | 90 | 72 | 84 | 110 | 95 | 91 | .
2 | O=C1OCCN1CCCl | 96 | 108 | 99 | 104 | 91 | 97 | . | .
3 | Cc1c(-c2nnc(-c3cccc4ccccc34)o2)nnn1-c1ccc([N+](=O)[O-])cc1 | 96 | 106 | 104 | 97 | 100 | 90 | 103 | 101
4 | O=c1[nH]cc(CCCc2ccccc2)c(=O)[nH]1 | 94 | 115 | 85 | 109 | 107 | 105 | 101 | .
5 | Cc1cc(N(CCO)CCO)n2c(nc3ccccc32)c1C#N | 107 | 97 | 103 | 104 | 106 | 97 | 103 | 94
6 | NS(=O)(=O)c1ccc(NC(=S)NC(=O)c2ccc(Cl)cc2)cc1 | . | 101 | . | 89 | 80 | 95 | 87 | 92
7 | COc1cccc(C(N)=O)c1OC | 94 | 101 | 98 | 99 | 99 | 91 | 89 | 102
8 | COc1cc(C2NC(=O)C(C#N)=C(Nc3cccc(C)c3)S2)ccc1O (stereo not given) | 107 | 98 | 93 | 81 | . | 33 | 76 | 95
9 | CC(C)N1C(=O)C=CC1=O | 86 | 98 | 105 | . | . | 111 | 109 | 99
10 | Cc1nccnc1N1CCCCC1 | 99 | 98&94 | 103&96 | 82&93 | 76&88 | 105&93 | 95&95 | 102&91
11 | N#Cc1c(Nc2ccc(F)cc2F)n[nH]c1-c1cccs1 | 97 | 100 | 97 | 80 | 77 | 98 | 95 | 93
12 | COc1ccc(-c2cc(C(=O)Nc3nc4ccc(Cl)cc4s3)nc3cc(-c4ccccc4)nn23)cc1 | 110 | 100 | 115 | 108 | 87 | 102 | 101 | 95
13 | Cn1cnc([N+](=O)[O-])c1Cl | 89 | 111 | 89 | 106 | 96 | 105 | 99 | 106
14 | COc1ccccc1Nc1nc2c(s1)C1=CC[C@H]3[C@@H]4CC[C@H]([C@H](C)CCCC(C)C)[C@@]4(C)CC[C@@H]3[C@@]1(C)CC2 | 108 | 96 | 104 | 111 | 91 | 103 | 109 | 105
15 | COc1ccc(C(c2c[nH]c3ccccc23)N2CCCC2)cc1 (stereo not given) | 63 | 26 | 80 | 97 | 81 | 100 | 83 | .
16 | NC(N)=NN=C(c1ccccn1)c1ccccn1 | 96 | 110 | 96 | 99 | 90 | 106 | 100 | 116
17 | NS(=O)(=O)c1ccccc1NCCC(=O)c1ccc2ccccc2c1 | 82 | 98 | 96 | 89 | 89 | 91 | 101 | 90
18 | Cc1cc2nc(CN)[nH]c2cc1C | 97 | 99 | 102 | 96 | 84 | . | . | .
19 | C1CCc2nc3c(nc2C1)CCCC3 | . | 92 | 116 | 107 | 88 | 123 | 92 | 105
20 | O=C(O)C1CC(C(=O)O)SS1 (stereo not given) | 91 | 110 | 91 | 103 | 111 | 97 | 97 | 96
21 | O=C(c1ccncc1)c1c(Cc2ccccc2)ccc2ccccc12 | 107 | 95 | 95 | 85 | 82 | 72 | 103 | 67
22 | O=C1c2ccccc2C(=O)c2c(N=Nc3sc(=S)n(-c4ccc(O)cc4)c3O)cccc21 | 58 | 33 | 90 | 67 | 98 | 42 | 55 | .
23 | Cc1nc2n(c(=O)c1CCN1CCC(c3noc4cc(F)ccc34)CC1)CCC[C@@H]2O | 94 | . | 97 | 111 | 98 | 99 | -4.0* | 93
24 | CC1=C(C(=O)c2cnccn2)C(c2ccccc2[N+](=O)[O-])NC(=O)N1 (stereo not given) | 88 | 103 | 102 | 107 | 110 | 100 | 118 | 100

Next part.
nr | Structure | SR | HOP-62 | MOLT-4 | RPMI-8226 | HOP-92 | A549/ATCC | CCRF-CEM | EKVX
25 | OCC1OC(n2cnc3c(Cl)ncnc32)C(O)C1O (stereo not given) | 64 | 114 | 86 | 30 | 82 | . | 78 | 86
26 | CON1CCC(c2cn(S(=O)(=O)N(C)C)cn2)c2[nH]ccc2C1=O (stereo not given) | 90 | 87 | 102 | 102 | 100 | 100 | 99 | 99
27 | CCCCCCCSc1nc(N)nc2nc[nH]c12 | 85 | 75 | 71 | 88 | 63 | 86 | 91 | 89
28 | O=C(CC1Sc2ccccc2NC1=O)NNc1ccc(Cl)cc1Cl (stereo not given) | 82 | 71 | 52 | 70 | 65 | 69 | 80 | 68
29 | CCN(CC)CCCOc1ccc2c(c1)O/C(=C\c1cccc(OC)c1)C2=O | 63 | 104 | 98 | 96 | 84 | 94 | 102 | 97
30 | O=C1OCCN1NCc1ccc([N+](=O)[O-])o1 | 94 | 106 | 101 | 96 | 113 | 97 | 99 | .
31 | CC(=O)Nc1nc2ccc(Oc3ccnc(NCCNS(=O)(=O)c4ccc(Cl)cc4)n3)cc2s1 | 65 | . | 62 | . | . | 79 | . | 56
32 | COc1c(N2CC3CCCNC3C2)c(F)cc2c(=O)c(C(=O)NN3C(=O)c4ccccc4C3=O)cn(C3CC3)c12 (stereo not given) | 104 | 100 | 101 | 106 | 111 | 109 | 102 | 107
33 | CC(C)(C)OC(=O)N1CCc2c(sc3ncnc(Nc4ccc(NC(=S)Nc5ccccc5)cc4)c23)C1 | 80 | 61 | 93 | 83 | 63 | 87 | 74 | 99
34 | CCOC(=O)CCCN1C/C(=C\c2ccccc2)C(=O)c2cc(C)ccc21 | . | 81 | 95 | 103 | 86 | 90 | 95 | 111
35 | OCCCc1n(Cc2ccc3ccccc3n2)c2ccccc2[n+]1Cc1ccc2ccccc2n1 | 66 | 88 | 100 | 29 | 48 | 93 | 90 | 98
36 | COc1cc(/C=N/Nc2ncnc3c2c(C)nn3-c2ccc([N+](=O)[O-])cc2)ccc1O | 127 | 117 | 111 | 121 | . | 106 | 99 | 104
37 | O=C(O)c1ccccc1Nc1cccc(S(F)(F)(F)(F)F)c1 | 99 | 88 | 88 | 100 | 96 | 84 | 98 | 99
38 | O=C(c1ccccn1)c1ccccn1 | 92 | 96 | 87 | 106 | 108 | 100 | 107 | 102
39 | O=c1ccsc2ccccc12 | . | 105 | 101 | 107 | 92 | 91 | 108 | 106
40 | CC1(C)CN1C(=O)NCCCCCCNC(=O)N1CC1(C)C | 87 | 110 | 89 | 101 | 106 | 110 | . | .
41 | CCNC(=O)Nc1ncccc1OCc1cccc(Cl)c1 | 91 | 100 | 98 | 114 | 111 | 103 | 111 | 95
42 | O=S(=O)(Nc1ccc(Cl)c(C(F)(F)F)c1)c1ccc(-c2cnc(C3CC3)o2)cc1 | 3.5* | 12 | 5.2* | 8.8* | -18* | 8.9* | 9.9* | 31
43 | COc1ccc(Nc2n[nH]c(N)c2C(=O)Nc2ccccc2)c(OC)c1 | . | 89 | 83 | 92 | 73 | 87 | 95 | 97
44 | COc1cc(-c2ccc[nH]2)[nH]c1/C=C1\N=C(C)C(C(=O)CCCC(=O)Nc2ccc(-c3c4nc(c(-c5ccccc5)c5ccc([nH]5)c(-c5ccccc5)c5nc(c(-c6ccccc6)c6ccc3[nH]6)C=C5)C=C4)cc2)=C1C | 91 | 96 | 94 | 102 | 82 | 103 | . | .
45 | Cc1sc2nc(Cc3nc4ccccc4s3)[nH]c(=O)c2c1C | 102 | 96 | 119 | 115 | 95 | 102 | 145 | 86
46 | COc1cccc(C=O)c1O | 85 | 95 | 89 | 109 | 111 | 108 | 99 | 99
47 | Oc1cccc(O)c1O | . | 103 | 97 | 92 | 93 | 55 | 62 | 101
48 | CCOC(=O)c1nn(C)c(=S)n(C)c1=O | 98 | 94 | 87 | 91 | . | 106 | 92 | 110
49 | OCCN(CCO)Cc1cc(O)c(CN(CCO)CCO)cc1O | 106 | 119 | 110 | 115 | . | 98 | 113 | 100
50 | COc1cc(C(=O)/C=C/c2c(-c3ccc(F)cc3)nc3sccn23)cc(OC)c1OC | 26 | 61 | 39 | -44* | -15* | 41 | -42* | 50
51 | CCOc1cc(CNc2cccc3[nH]c(C(F)(F)F)nc23)ccc1OC | 62 | 108 | 69 | 50 | 31 | 79 | 84 | .
52 | CCCCn1ccnc1C | 111 | 102 | 120 | 92 | 97 | 98 | 114 | 125
53 | CCCC(=O)C(CC)C(=O)Nc1ccccc1 (stereo not given) | 96 | 104 | 99 | 101 | 97 | 100 | 97 | .
54 | COc1cc(CNC(=O)/C=C/c2ccccc2)ccc1OCc1cn(-c2ccc(Cl)cc2)nn1 | . | 94 | 76 | 64 | 109 | 83 | 80 | 80
55 | CC(C)C(=O)Nc1cc(Cl)ccc1Cl | 101 | 109 | 97 | 99 | 100 | 97 | 95 | 110
56 | COc1cc(NC(=O)CN2CCN(c3cc(=O)[nH]c4ccc(F)cc34)CC2)cc(OC)c1OC | 100 | 87 | 96 | 107 | . | 99 | 100 | 97
57 | Nc1ccc(S(=O)(=O)Nc2cccc(NS(=O)(=O)c3ccc(N)cc3)c2)cc1 | 120 | 81 | 99 | 102 | 99 | 86 | 109 | 101
58 | COc1ccccc1C1CC(c2ccccc2)=NN1C(=O)c1ccc(S(N)(=O)=O)cc1 (stereo not given) | 98 | 98 | 102 | 94 | 85 | 107 | 104 | 96
59 | NC[C@@H]1CC[C@@H](N)[C@@H](O[C@H]2[C@H](O)[C@@H](O[C@H]3O[C@H](CO)[C@@H](O)[C@H](N)[C@H]3O)[C@H](N)C[C@@H]2N)O1 | 85 | 111 | . | 103 | 102 | . | 103 | 104
60 | CN1C(=O)N2CCc3c([nH]c4ccccc34)C2c2ccccc21 (stereo not given) | 90 | 65 | 93 | 87 | 60 | 80 | 67 | 87
61 | CCCCCNCC(O)Cc1ccccc1OC (stereo not given) | 93 | 88 | 78 | 106 | 72 | 85 | 102 | 98
62 | COc1ccc(/C(=C\c2ccc3c(c2)OCO3)C(=O)Nc2nc3ccc(C)cc3s2)cc1OC | 77 | 90 | 72 | 79 | 90 | 89 | . | 76
63 | O=C(COc1ccc(/C=C2\Cc3ccccc3C2=O)cc1)c1ccc(Cl)cc1 | 117 | 101 | 96 | 90 | 91 | 100 | 95 | 101

Quoted from the entries so far, 19 compounds:
nr | Structure | SR | HOP-62 | MOLT-4 | RPMI-8226 | HOP-92 | A549/ATCC | CCRF-CEM | EKVX
45 | Cc1sc2nc(Cc3nc4ccccc4s3)[nH]c(=O)c2c1C | 102 | 96 | 119 | 115 | 95 | 102 | 145 | 86
46 | COc1cccc(C=O)c1O | 85 | 95 | 89 | 109 | 111 | 108 | 99 | 99
47 | Oc1cccc(O)c1O | . | 103 | 97 | 92 | 93 | 55 | 62 | 101
48 | CCOC(=O)c1nn(C)c(=S)n(C)c1=O | 98 | 94 | 87 | 91 | . | 106 | 92 | 110
49 | OCCN(CCO)Cc1cc(O)c(CN(CCO)CCO)cc1O | 106 | 119 | 110 | 115 | . | 98 | 113 | 100
50 | COc1cc(C(=O)/C=C/c2c(-c3ccc(F)cc3)nc3sccn23)cc(OC)c1OC | 26 | 61 | 39 | -44* | -15* | 41 | -42* | 50
51 | CCOc1cc(CNc2cccc3[nH]c(C(F)(F)F)nc23)ccc1OC | 62 | 108 | 69 | 50 | 31 | 79 | 84 | .
52 | CCCCn1ccnc1C | 111 | 102 | 120 | 92 | 97 | 98 | 114 | 125
53 | CCCC(=O)C(CC)C(=O)Nc1ccccc1 (stereo not given) | 96 | 104 | 99 | 101 | 97 | 100 | 97 | .
54 | COc1cc(CNC(=O)/C=C/c2ccccc2)ccc1OCc1cn(-c2ccc(Cl)cc2)nn1 | . | 94 | 76 | 64 | 109 | 83 | 80 | 80
55 | CC(C)C(=O)Nc1cc(Cl)ccc1Cl | 101 | 109 | 97 | 99 | 100 | 97 | 95 | 110
56 | COc1cc(NC(=O)CN2CCN(c3cc(=O)[nH]c4ccc(F)cc34)CC2)cc(OC)c1OC | 100 | 87 | 96 | 107 | . | 99 | 100 | 97
57 | Nc1ccc(S(=O)(=O)Nc2cccc(NS(=O)(=O)c3ccc(N)cc3)c2)cc1 | 120 | 81 | 99 | 102 | 99 | 86 | 109 | 101
58 | COc1ccccc1C1CC(c2ccccc2)=NN1C(=O)c1ccc(S(N)(=O)=O)cc1 (stereo not given) | 98 | 98 | 102 | 94 | 85 | 107 | 104 | 96
59 | NC[C@@H]1CC[C@@H](N)[C@@H](O[C@H]2[C@H](O)[C@@H](O[C@H]3O[C@H](CO)[C@@H](O)[C@H](N)[C@H]3O)[C@H](N)C[C@@H]2N)O1 | 85 | 111 | . | 103 | 102 | . | 103 | 104
60 | CN1C(=O)N2CCc3c([nH]c4ccccc34)C2c2ccccc21 (stereo not given) | 90 | 65 | 93 | 87 | 60 | 80 | 67 | 87
61 | CCCCCNCC(O)Cc1ccccc1OC (stereo not given) | 93 | 88 | 78 | 106 | 72 | 85 | 102 | 98
62 | COc1ccc(/C(=C\c2ccc3c(c2)OCO3)C(=O)Nc2nc3ccc(C)cc3s2)cc1OC | 77 | 90 | 72 | 79 | 90 | 89 | . | 76
63 | O=C(COc1ccc(/C=C2\Cc3ccccc3C2=O)cc1)c1ccc(Cl)cc1 | 117 | 101 | 96 | 90 | 91 | 100 | 95 | 101

Screening results from PubChem.
